MLLE-PAM2 inh: inhibitors of PABP1 MLLE–PAM2 peptide binding, primary screen, biochemical, fluorescence polarization, FITC-PAM2, GST-MLLE; Polyadenylate-binding protein 1 (Homo sapiens), P11940; inhibition, % at 20 µM; 360,000 tested, 0.36% active; AID 588489, 2011; in the data active means inhibition above about 35%, passing the limit was not always enough;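 further: plate controls were DMSO wells with GST-MLLE for no effect and wells lacking GST-MLLE protein for full effect; some results filed as inactive read as strong as hits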
MT1-MMP act inh: blockers of MT1-MMP proenzyme processing, primary screen, HT1080 RFP-PRO-GFP cells, GFP/RFP fluorescence | Matrix metalloproteinase-14 (Homo sapiens), P50281 | GFP/RFP ratio fluorescence, overnight; percent of plate control window, DMSO zero | GFP/RFP ratio change, % at 20 µM | 360,000 tested, 0.061% active | AID 651647, 2012;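 active means GFP/RFP ratio change of at least 30% with cell ATP level not reduced by more than half and red fluorescence within 50% of control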; further: strong numbers were not always called active
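Assay system – RFP-PRO-GFP reporter HT1080 cells · Compound dosing – single dose of 20 µM compound, 1% DMSO final · Incubation – overnight compound exposure at 37 °C · Measure – GFP/RFP fluorescence ratio · Benchmarks – DMSO wells and RFP-L50D-GFP cells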
bovine MsrA act: bovine MsrA enzyme activators, primary screen, biochemical, absorbance, HTS; Methionine sulfoxide reductase A (Bos taurus); purified bovine MsrA, absorbance read-out; activation, % at 10.6 µM; 360,000 tested, 0.3% active; AID 602163, 2012; in the data active means activation above about 7.5%;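 further: 0% = vehicle and 100% = reference activator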
SKN-1 inh: suppressors of acrylamide-induced Pgst-4::GFP reporter in worms, primary screen, SKN-1 inhibitor project, whole organism, uHTS, GFP/RFP fluorescence ratio, strain VP596 | inhibition, % at 21.8 µM | 360,000 tested, 0.49% active | C. elegans VP596 Pgst-4::GFP/RFP ratio, 24 h;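 active means interference check ratio from 0.5 to 1.5 plus GFP to RFP signal ratio inhibition reaching or exceeding a fixed threshold, cut at about 30% in these data, passing the limit was not always enough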; further: some compounds called inactive have numbers as strong as hits
E coli Lon inh: inhibitors of E. coli Lon protease, primary screen, biochemical, fluorescence polarization; inhibition, % at 7.94 µM; AID 602123, 2011; purified E. coli Lon protease; P0A9M0; 360,000 tested, 0.42% active; in the data active means inhibition above about 13%, passing the limit was not always enough;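 further: 0% = enzyme with probe and DMSO and 100% = no enzyme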
Tb MetRS inh: T. brucei MetRS inhibitors, primary screen, biochemical, luminescence. methionyl-tRNA synthetase (Trypanosoma brucei brucei). purified T. brucei MetRS, ATP depletion, Kinase-Glo luminescence. inhibition, % at 11.9 µM. 360,000 tested, 0.4% active. AID 624268, 2012;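 active means inhibition above a per-plate cutoff of the control wells' mean inhibition plus 3 SD, cut at about 5.5% in these data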;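 further: 0% = DMSO wells median and 100% = median of wells with control inhibitor compound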
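Assay system: T. brucei methionyl-tRNA synthetase, purified | Medium: HEPES buffer with MgCl2, KCl, DTT, spermine, BSA, pyrophosphatase | Compound: 11.9 µM single point | Incubation: 15 min enzyme-compound preincubation, 2 h reaction, 10 min detection, 25 °C | Measured by: Kinase-Glo luciferase luminescence reporting remaining unconsumed ATP | Measure: % inhibition normalized to control-well medians | Replication: Singlicate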
MsrA inhibitor: bovine MsrA enzyme inhibitors, primary screen, biochemical, absorbance, HTS; purified bovine MsrA, absorbance read-out; inhibition, % at 15.5 µM; 360,000 tested, 0.75% active; AID 651718, 2012; in the data active means inhibition above about 4.5%;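 further: 0% = vehicle wells with enzyme and 100% = reference inhibitor wells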
NRP1-CendR mod: modulators of CendR peptide binding to NRP-1, primary screen, biochemical, fluorescence polarization, uHTS. FAM-RPARPAR peptide binding to NRP-1. AID 602438, 2012. 360,000 tested, 0.85% active. Neuropilin-1 (Homo sapiens), O14786. inhibition, % at 25 µM;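 active means inhibition or corrected inhibition above about 18%, plus a signal ratio from 0.5 to 1.5, limit read from the data, passing the limit was not always enough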; further: strong numbers were not always called active
Target sequence (O14786 whole entry, looked up): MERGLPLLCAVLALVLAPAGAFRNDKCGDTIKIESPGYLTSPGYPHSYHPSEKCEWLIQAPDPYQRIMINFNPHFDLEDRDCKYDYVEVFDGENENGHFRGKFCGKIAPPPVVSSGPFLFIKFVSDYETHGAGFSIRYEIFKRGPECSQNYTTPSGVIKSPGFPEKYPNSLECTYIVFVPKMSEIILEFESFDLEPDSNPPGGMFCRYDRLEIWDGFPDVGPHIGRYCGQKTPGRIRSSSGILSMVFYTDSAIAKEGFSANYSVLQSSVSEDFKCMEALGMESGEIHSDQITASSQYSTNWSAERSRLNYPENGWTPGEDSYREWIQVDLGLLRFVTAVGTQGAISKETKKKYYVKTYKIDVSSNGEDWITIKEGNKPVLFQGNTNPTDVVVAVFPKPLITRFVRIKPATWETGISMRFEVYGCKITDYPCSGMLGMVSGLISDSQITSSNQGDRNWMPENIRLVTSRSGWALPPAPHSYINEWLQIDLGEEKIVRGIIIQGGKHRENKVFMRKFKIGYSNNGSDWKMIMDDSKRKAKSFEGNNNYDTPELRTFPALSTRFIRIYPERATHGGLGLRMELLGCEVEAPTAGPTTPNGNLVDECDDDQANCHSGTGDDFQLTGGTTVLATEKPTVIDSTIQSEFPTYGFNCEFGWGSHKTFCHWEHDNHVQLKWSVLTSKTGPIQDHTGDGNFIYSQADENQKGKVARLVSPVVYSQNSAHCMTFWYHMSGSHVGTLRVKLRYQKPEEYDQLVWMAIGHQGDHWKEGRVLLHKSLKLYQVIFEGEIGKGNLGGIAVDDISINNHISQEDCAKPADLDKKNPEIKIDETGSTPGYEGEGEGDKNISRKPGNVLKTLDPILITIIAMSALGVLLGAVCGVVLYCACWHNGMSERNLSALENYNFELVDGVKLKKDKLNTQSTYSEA
FAS-TE inh: FAS thioesterase domain inhibitors, primary screen, biochemical, fluorescence intensity, uHTS | inhibition, % at 15 µM | recombinant FAS-TE, OMFH fluorogenic substrate, fluorescence endpoint | 360,000 tested, 0.67% active | AID 602261, 2012;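 active means compounds whose normalised, plate-corrected inhibition of enzyme fluorescence in the single-dose primary screen is 50% or more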;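 further: 0% = DMSO with enzyme and 100% = substrate without enzyme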
Numbers without * were called inactive; x = not tested or not shown. Not a hit list; about 4% have a hit in one of these screens.

SMILES	MLLE-PAM2 inh	MT1-MMP act inh	bovine MsrA act	SKN-1 inh	E coli Lon inh	Tb MetRS inh	MsrA inhibitor	NRP1-CendR mod	FAS-TE inh
COc1cc(C=O)ccc1Oc1ccc(S(=O)(=O)N2CCOCC2)cc1[N+](=O)[O-]	5	-1	-2	0	6	-0.2	0.3	18	-5
COC(=O)Cc1ccc(NC(=S)N2CCN(c3cccc(O)c3)CC2)cc1	-90	4	-5	8	-10	-0.1	-0.3	-8	-7
Cc1ccccc1CSCC(=O)N1CCN(c2ccccc2)CC1	16	5	-1	2	-10	-0.3	0.5	6	1
O=C(c1cncc(Br)c1)N1CCc2ccccc2C1	2	-12	-3	6	3	-0.1	-0.9	2	-8
COc1ccc(N(Cc2cc3cccc(C)c3[nH]c2=O)C(=O)C2CCCO2)cc1 (stereo not given)	16	-2	-3	-3	-2	-0.5	0.6	2	-4
Cc1ccc(Cl)c(OCC(=O)OCC(=O)c2ccc[nH]2)c1	-2	2	-1	13	-8	-0.1	1.8	15	-6
CCc1ccc(OCc2cnc(Cl)s2)cc1	-8	2	-2	16	0	-0.2	-0.7	8	10
CC(C)[C@H](NC(=O)C1CCN(C(=O)[C@H](Cc2ccccc2)NC(=O)OC(C)(C)C)CC1)C(=O)O	-3	-3	-4	-11	0	-0.7	-0.5	-2	-4
COc1ccc(-c2ccc(SCC(=O)c3ccc(F)cc3)nn2)cc1OC	1	2	-1	14	5	-0.4	1.1	-4	13
Cc1ccc(-c2c(N)nc3ncccn23)cc1	x	-3	x	13	x	-0.5	0.2	-3	x
CC(Cc1ccccn1)NC(=O)c1ccc(OC2CCN(CCc3ccccc3)CC2)cc1 (stereo not given)	18	8	-3	6	-5	0.0	0.9	5	-4
COc1ccc(N2C(=NC(=O)C3CCCCC3)SC3CS(=O)(=O)CC32)c(OC)c1 (stereo not given)	-3	1	-1	9	-2	-0.5	0.3	13	12
Cc1ccc(NC(=O)c2cnn(C)c2)cc1[N+](=O)[O-]	-6	2	-1	7	-7	-1.0	1.9	-4	-4
COc1ccc(S(=O)(=O)Nc2ccc3ccccc3c2)cc1C	22	-5	-5	8	-4	-0.1	0.4	6	29
Cn1c(Cc2ccccc2)nnc1SCc1nc2ccccc2c(=O)[nH]1	12	1	-12	-10	-8	-1.6	-0.9	1	-7
COc1ccc(NC(=O)CSCC(=O)N(C)Cc2cccc(OC)c2OC)cc1	-11	3	-1	8	12	-0.4	-0.2	4	-6
O=C(Nc1ccccc1F)C1CCN(S(=O)(=O)c2cccc3nonc23)CC1	-18	-1	-3	11	11	-0.5	-0.1	6	-1
O=C(c1ccco1)N1CCN(C(=O)c2cc3ccccc3oc2=O)CC1	-8	5	-8	7	-4	-0.4	-0.2	12	-4
COc1cccc(CCC2C(=O)CCCC2=O)c1	13	6	-3	14	-8	-0.3	-0.8	2	-5
Cc1ccc(S(=O)(=O)N2CCN(C)CC2)c2nsnc12	-7	1	-4	6	-12	0.2	1.0	4	-5
COc1cccc2c(=O)ccoc12	-3	5	2	2	0	0.0	0.0	15	-10
COCCNC(=O)c1ccccc1N(Cc1ccccc1)S(=O)(=O)c1ccccc1	8	2	-1	-6	-3	0.2	-1.2	12	-4
Cc1ccc2cc(/C=N/NC(=O)c3ccc(F)cc3)c(Cl)nc2c1	-10	7	-2	-3	-2	-0.4	2.1	-1	-4
CC(CCc1ccccc1)NC(=O)c1ccc(NC(=O)c2ccc(Cl)cc2Cl)cc1 (stereo not given)	12	8	-1	0	-15	-0.3	-1.1	8	-3
CSCc1cc(N2CCOCC2)nc(SCc2ccc(Cl)c(Cl)c2)n1	-8	-7	-1	-1	-4	0.4	-0.9	-2	22
Oc1c(C(c2ccccn2)N2CCOCC2)ccc2cccnc12 (stereo not given)	36	1	-2	11	-2	-0.4	x	-10	-8
OCCCn1c(-c2ccccc2)n[nH]c1=S	-36	3	2	-21	-4	-0.1	0.6	0	-7
Cc1nc(SCC(=O)Nc2nc3ccccc3s2)c(C#N)c(C)c1C	14	0	-5	0	-14	-0.3	0.3	-2	22
O=C(COC(=O)CCOc1ccccc1)NCCc1ccccc1	2	1	1	9	0	-0.4	0.0	-15	-2
Cc1cc(=O)oc2cc(OCC(=O)OCC(=O)Nc3ccccc3C(C)C)ccc12	-5	12	-8	9	-4	-1.2	1.0	6	-8
COc1ccc(C(C#N)=Cc2ccc(N(C)CCC#N)cc2)cc1	-15	-13	-4	8	-31	-0.1	1.9	-26	12
N#CCC(=O)N/N=C/c1ccc(OCC(=O)Nc2ccc(F)cc2)cc1	-9	-2	-3	6	12	-0.4	1.1	-6	-8
O=C(CNC(=O)c1cccc(F)c1)OCc1cc(=O)n2cc(Br)ccc2n1	-6	3	-1	21	-4	-1.0	0.4	-2	-4
CCOC(=O)N1CCN(C(=O)COc2ccc3c(c2)C(=O)CC2(CCN(C(C)=O)CC2)O3)CC1	5	-4	-4	-3	-6	-0.3	0.8	4	-5
Cc1ccccc1CN1C(=O)CN(S(C)(=O)=O)CC1(C)C(=O)NCc1ccccc1 (stereo not given)	x	-1	x	18	x	-0.2	-0.8	-3	x
COCCN(C(=O)C(=O)NC1CCCC1)C(C(=O)NC1CCCC1)c1ccccc1F (stereo not given)	-8	-1	-2	-2	0	0.3	0.0	2	0
O=C(Nc1sc2c(c1C(=O)NCC(O)CO)CCCC2)c1ccccc1 (stereo not given)	-3	-6	-3	-8	0	-0.5	1.4	4	-5
O=C(Nc1ccc(Oc2c(F)c(F)c(F)c(F)c2F)cc1)OC1CCN2Cc3ccccc3N=C12 (stereo not given)	-3	-40	-2	18	-5	-0.3	x	-2	26
Cc1ccc2c(c1)sc(C)[n+]2CCCS(=O)(=O)[O-]	48*	1	-8	-4	0	-1.0	1.4	-4	-6
Cc1ccccc1CC1(CO)CCCN(Cc2cn[nH]c2-c2ccccc2)C1 (stereo not given)	2	-5	-10	-9	-2	-1.6	1.6	13	-8

Three entries picked at random from the list so far:
SMILES	MLLE-PAM2 inh	MT1-MMP act inh	bovine MsrA act	SKN-1 inh	E coli Lon inh	Tb MetRS inh	MsrA inhibitor	NRP1-CendR mod	FAS-TE inh
Cc1cc(=O)oc2cc(OCC(=O)OCC(=O)Nc3ccccc3C(C)C)ccc12	-5	12	-8	9	-4	-1.2	1.0	6	-8
O=C(Nc1ccc(Oc2c(F)c(F)c(F)c(F)c2F)cc1)OC1CCN2Cc3ccccc3N=C12 (stereo not given)	-3	-40	-2	18	-5	-0.3	x	-2	26
O=C(COC(=O)CCOc1ccccc1)NCCc1ccccc1	2	1	1	9	0	-0.4	0.0	-15	-2

New compounds follow.
SMILES	MLLE-PAM2 inh	MT1-MMP act inh	bovine MsrA act	SKN-1 inh	E coli Lon inh	Tb MetRS inh	MsrA inhibitor	NRP1-CendR mod	FAS-TE inh
CC(=O)NC1C(=O)N(CCc2ccccc2)c2ccc(Br)cc21 (stereo not given)	13	6	-9	-5	4	-1.9	-0.6	35*	1
CCOC(=O)N1CCN(CC(O)COc2c(OC)cccc2OC)CC1 (stereo not given)	5	4	-3	-20	-3	-1.4	-0.6	-4	-4
CCOC(=O)C1CCN(Cc2cnc(NC(=O)OC)s2)CC1	7	-3	-11	-10	-3	-1.4	-0.2	12	-11
CC1(C(=O)NS(=O)(=O)c2ccccc2Cl)CCN1C(=O)c1ccco1 (stereo not given)	3	-2	-2	4	-8	-0.1	2.6	-11	-5
Cc1cc(C)cc(OCC(=O)NCc2nc(-c3ccccc3)no2)c1	11	1	1	2	-1	0.1	-0.2	-1	15
CC1CCCCC1NC(=O)CN1C(=O)c2cccc(N)c2C1=O (stereo not given)	50*	-4	1	-4	17*	0.0	-0.5	4	-6
CCOC(=O)c1nn(-c2ccccc2)c(=O)cc1SC1CCCCC1	-2	-8	-1	4	-4	3.3	3.2	0	0
Cc1ccc(S(=O)(=O)NCC(=O)NCC(=O)OCC(=O)N2CC(=O)Nc3ccccc32)cc1C	-4	-1	-2	-10	-4	0.0	0.2	-3	-2
CCOC(=O)c1c(N)nn(C(C)=O)c1-c1ccccc1	-6	-4	-3	-7	-3	-0.7	-1.3	-6	1
O=C(CN1C(=O)NC2(CCOc3ccccc32)C1=O)N1CCCCC1 (stereo not given)	5	-5	-9	3	-3	-0.5	0.5	4	-9
O=C(CCCC(=O)N1CCc2ccccc21)N1CCc2ccccc21	0	1	-5	-11	-2	-0.1	-1.1	1	-9
O=C1[C@@H](c2ccccc2)[C@@H](c2ccccc2)N1c1cccnc1	0	-5	-10	-16	-4	-1.4	0.5	-8	10
CC(C)c1ccc(NC(=S)NN2CCOCC2)cc1	1	5	-4	8	0	1.3	1.7	-5	-7
CC(=O)C12CCCCC1CC1C3CC(C)C4(O)CC(=O)CCC4(C)C3CCC12C (stereo not given)	-9	1	-1	4	-9	-0.2	1.8	3	0
O=C(C=Cc1ccccc1)N1CCCCC1	-9	-3	1	1	-21	-0.3	-0.8	1	-6
Cc1cc2nc(CCN(C(=S)NCC3CCCO3)C3CCCC3)[nH]c2cc1C (stereo not given)	27	3	-7	0	-11	-0.7	1.6	0	3
COc1cc2c(cc1OC)CN(C(=O)c1ccc(N3CCCC3)c([N+](=O)[O-])c1)CC2	10	4	-2	13	1	-0.2	-0.4	-2	6
C[C@@H]1NC(=O)N(c2ccc(F)cc2)C1=O	-5	0	-4	5	0	-1.3	-0.4	14	-9
CCc1nc2ccc(C(=O)Nc3ccc(C(N)=O)cc3)cn2c1N(CCC(C)C)CCN(C)C	-5	0	-3	22	-1	-0.4	-0.2	4	-6
O=C(O)C(CO)(c1ccccc1)c1ccccc1	-1	9	-1	8	2	0.3	-0.5	-2	-3
C/C(=N/NC(=O)c1cc(-c2cccc([N+](=O)[O-])c2)n[nH]1)c1cccc(O)c1	-8	14	0	10	8	-0.2	2.3	9	1
Cc1ccc(N(C)S(=O)(=O)c2cccc(C(=O)NCC(c3ccco3)N3CCCC3)c2)cc1 (stereo not given)	4	2	-9	-9	6	-0.2	-1.4	-10	1
Cc1ccc(C2c3[nH]c4ccccc4c3C[C@H]3C(=O)N(c4ccccc4C(=O)N4CCC[C@H]4C(=O)O)C(=O)N23)cc1 (stereo not given in full)	-9	1	-1	11	-7	0.9	-0.4	-6	-2
O=C(Nc1ccccc1[N+](=O)[O-])c1cc(S(=O)(=O)Nc2ccccn2)ccc1Cl	16	4	-4	-8	0	0.1	-0.5	11	-1
CC(C)Oc1cccc(C2NC(=O)c3ccccc3O2)c1 (stereo not given)	2	-1	-2	0	-13	-1.0	-0.5	5	1
O=C1Nc2ccccc2OC1CC(=O)N1CCN(c2cccc(C(F)(F)F)c2)CC1 (stereo not given)	18	0	-2	12	2	-0.3	1.0	-1	1

Compound activity (PubChem BioAssay)
